MCL1 BIM primary = disrupts human MCL1 binding to BIM-BH3 peptide; Q07820; GST-MCL1 / FITC-Bim-BH3 fluorescence polarization; inhibition, % at 10.9 µM; 320,000 tested, 0.68% active; AID 2057;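 active means inhibition above the mean inhibition of all tested compounds plus 3 SD, set per campaign, cut at about 40% in these data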;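 further: 0% = DMSO wells and 100% = unlabeled Bim-BH3 peptide control; higher means more loss of mP so more displacement of Bim peptide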
Target sequence (Q07820 whole entry, looked up): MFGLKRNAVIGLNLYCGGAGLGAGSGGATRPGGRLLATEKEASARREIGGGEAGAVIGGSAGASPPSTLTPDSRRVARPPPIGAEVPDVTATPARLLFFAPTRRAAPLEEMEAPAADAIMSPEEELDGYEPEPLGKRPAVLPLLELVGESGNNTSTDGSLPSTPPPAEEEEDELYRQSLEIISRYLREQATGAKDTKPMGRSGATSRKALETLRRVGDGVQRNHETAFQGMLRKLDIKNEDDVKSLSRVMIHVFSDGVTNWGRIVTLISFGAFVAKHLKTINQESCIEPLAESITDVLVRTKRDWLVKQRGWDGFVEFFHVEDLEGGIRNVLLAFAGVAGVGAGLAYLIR
GLD-1 RNA inh = GLD-1-TGE RNA interaction inhibition (C. elegans) | Q17339 | inhibition, % at 5.96 µM | 320,000 tested, 0.44% active | purified GLD-1 + fluorescein TGE RNA, fluorescence polarization;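 active means percent inhibition above a per-plate cutoff, the plate mean of test compounds plus 3 SD, cut at about 30% in these data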;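 further: 0% = DMSO wells with GLD-1 and probe and 100% = wells lacking GLD-1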
Bcl-xL primary = blocks human Bcl-xL binding to Bim BH3 peptide | 320,000 tested, 0.7% active | Q07817 | inhibition, % at 10.9 µM | GST-Bcl-xL / FITC-Bim BH3 peptide fluorescence polarization;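 active means inhibition above the mean of all tested compounds plus 3 SD, cutoff set per campaign, cut at about 30% in these data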;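 further: 0% = DMSO wells and 100% = unlabeled Bim-BH3 peptide competitor; inhibitors lower millipolarization by displacing the labeled peptide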
Target sequence (Q07817 whole entry, looked up): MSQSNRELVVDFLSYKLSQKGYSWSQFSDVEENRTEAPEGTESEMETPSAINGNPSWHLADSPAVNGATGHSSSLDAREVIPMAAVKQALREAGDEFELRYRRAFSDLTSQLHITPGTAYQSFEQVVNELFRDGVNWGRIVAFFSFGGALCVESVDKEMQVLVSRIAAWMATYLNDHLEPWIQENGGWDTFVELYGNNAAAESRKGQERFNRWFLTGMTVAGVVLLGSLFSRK
CR mimetic SO = caloric restriction mimetics inhibiting age-related superoxide in yeast; AID 2690; 330,000 tested, 0.18% active; superoxide response (% of plate mean), % at 10 µM; S. cerevisiae aged cells, superoxide DHE fluorescence; stronger effect = lower value;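 active means superoxide response under a set limit, about three screen SD below normal, cut at about 65% in these data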;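 further: yeast aged for seven days with compound at 30 °C before DHE staining; 100% = average MFI of all compound-treated wells on the plate with controls excluded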
MEX-5 binding = C. elegans MEX-5 TCR-2 RNA binding activity | Q9XUB2 | MEX-5/FITC-TCR2 RNA binding, fluorescence polarization; stronger effect = lower value | activity score (negative = inhibition of binding), % at 10 µM | 300,000 tested, 0.38% active | AID 1832;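 active means inhibition past about -25% in most replicates, and total fluorescence under double the plate's negative control median, limit read from the data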;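 further: 0% = DMSO and -100% = 5 µM competing unlabeled TCR2 RNA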
Target sequence (Q9XUB2 whole entry, looked up): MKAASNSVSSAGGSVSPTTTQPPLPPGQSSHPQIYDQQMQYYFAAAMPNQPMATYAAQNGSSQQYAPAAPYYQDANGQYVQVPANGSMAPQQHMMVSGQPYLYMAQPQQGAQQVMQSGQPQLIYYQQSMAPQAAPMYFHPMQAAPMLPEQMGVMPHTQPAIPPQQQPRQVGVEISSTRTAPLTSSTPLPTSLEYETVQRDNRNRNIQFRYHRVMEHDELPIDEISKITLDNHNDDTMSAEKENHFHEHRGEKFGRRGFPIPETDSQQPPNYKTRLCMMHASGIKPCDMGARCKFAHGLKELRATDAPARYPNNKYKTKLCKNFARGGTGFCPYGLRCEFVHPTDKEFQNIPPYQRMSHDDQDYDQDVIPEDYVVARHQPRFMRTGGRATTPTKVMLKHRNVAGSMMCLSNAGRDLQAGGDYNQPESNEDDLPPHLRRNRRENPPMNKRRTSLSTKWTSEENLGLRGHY
Efflux pump mplx = antifungal efflux pump inhibition, Nile Red retention; S. cerevisiae Candida pump triplex; AID 485275; 330,000 tested, 0.44% active; inhibition, % at 10 µM;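 active means plate passing quality check with inhibition over a set limit, or well fluorescence over plate mean plus 4 SD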;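 further: Nile Red retained in pooled yeast measured as flow cytometry median fluorescence; 0% = buffer negative control and 100% = Enniatin B positive control; higher means more Nile Red kept so more efflux inhibition; some compounds called inactive have numbers as strong as hits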
ZTA counter = counter-screen for EBNA-1 inhibitors: inhibitors of Epstein-Barr virus ZTA. ZTA-DNA binding, fluorescence polarization. inhibition, % at 11 µM. 320,000 tested, 0.15% active. AID 2234; in the data active means inhibition above about 33%
Fam108B inh = counter-screen for RBBP9 inhibitors: inhibitors of mouse Fam108B; recombinant Fam108B, FP-Rh probe fluorescence polarization; inhibition, % at 9.51 µM; 300,000 tested, 0.33% active; AID 1947;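 active means inhibition above the screen mean inhibition plus 3 SD, computed separately per campaign, cut at about 18% in these data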;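 further: inhibitors lower polarization as less probe binds the enzyme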
EBNA-1 inh = blocks EBNA-1 binding to DNA; EBNA-1 DNA binding, fluorescence polarization; inhibition, % at 14.8 µM; 300,000 tested, 0.34% active; in the data active means inhibition above about 28%
The depositor's hits bear a star.

What do the screens show for `Clc1cccc(N2CCN(CCNc3nc4ccccc4n4cnnc34)CC2)c1`?
MCL1 BIM primary: 8; GLD-1 RNA inh: 4; Bcl-xL primary: 12; CR mimetic SO: 88; MEX-5 binding: -2.3; Efflux pump mplx: 0.0; ZTA counter: -12; Fam108B inh: 0; EBNA-1 inh: 13

Results for Cc1ccccc1OCC(=O)NNC(=O)CN1C(=O)c2ccccc2C1=O ?
MCL1 BIM primary: 10; GLD-1 RNA inh: 8; Bcl-xL primary: 1; CR mimetic SO: 104; MEX-5 binding: -3.7; Efflux pump mplx: -0.1; ZTA counter: 2; Fam108B inh: -1; EBNA-1 inh: 6

What do the screens show for `O=C(CSc1ncnc2sc3c(c12)CCC3)NCC1CCCO1` (stereo not drawn)?
MCL1 BIM primary: -3; GLD-1 RNA inh: 1; Bcl-xL primary: -5; CR mimetic SO: 105; MEX-5 binding: -1.9; Efflux pump mplx: 0.1; ZTA counter: 2; Fam108B inh: 2; EBNA-1 inh: -1

How did COc1cccc(NC(=O)NCCN2CCCCC2)c1 do in these assays?
MCL1 BIM primary: 10; GLD-1 RNA inh: 12; Bcl-xL primary: 5; CR mimetic SO: 34*; MEX-5 binding: -1.3; Efflux pump mplx: -0.1; ZTA counter: 8; Fam108B inh: 3; EBNA-1 inh: -4

Results for CC(NC(=O)COC(=O)c1ccc(CO)cc1)C1CC2CCC1C2 (stereo not drawn) ?
MCL1 BIM primary: -3; GLD-1 RNA inh: 5; Bcl-xL primary: 0; CR mimetic SO: 101; Efflux pump mplx: -0.1; ZTA counter: -1

Results for O=C(CCCN1C(=O)c2ccccc2C1=O)Nc1cccnc1 ?
MCL1 BIM primary: 6; GLD-1 RNA inh: 9; Bcl-xL primary: 9; CR mimetic SO: 93; MEX-5 binding: -0.7; Efflux pump mplx: -0.2; ZTA counter: 3; Fam108B inh: 5; EBNA-1 inh: -2

How did CCOC(=O)C1CCN(C(=O)CNS(=O)(=O)c2cccs2)CC1 do in these assays?
MCL1 BIM primary: 4; GLD-1 RNA inh: -3; Bcl-xL primary: 0; CR mimetic SO: 87; MEX-5 binding: -0.6; Efflux pump mplx: -0.1; ZTA counter: 16; Fam108B inh: -4; EBNA-1 inh: 2

How did O=C(COC(=O)c1cnccn1)c1ccc2c(c1)CCCC2 do in these assays?
MCL1 BIM primary: -3; GLD-1 RNA inh: -1; Bcl-xL primary: 4; CR mimetic SO: 95; MEX-5 binding: -0.4; Efflux pump mplx: 0.1; ZTA counter: 8; Fam108B inh: 2; EBNA-1 inh: 7

What do the screens show for `CC(OC(=O)Cc1coc2cc3c(cc12)CCC3)C(=O)NCc1ccc2c(c1)OCO2` (stereo not drawn)?
MCL1 BIM primary: -2; GLD-1 RNA inh: 1; Bcl-xL primary: 2; CR mimetic SO: 100; MEX-5 binding: -0.4; Efflux pump mplx: -0.1; ZTA counter: 4; Fam108B inh: -7; EBNA-1 inh: -8

How did CCCOc1cccc(C(=O)NC(=S)Nc2cccc(NC(=O)c3ccccc3Cl)c2)c1 do in these assays?
MCL1 BIM primary: 6; GLD-1 RNA inh: 3; Bcl-xL primary: 4; CR mimetic SO: 101; MEX-5 binding: 0.2; Efflux pump mplx: -0.1; ZTA counter: -5; Fam108B inh: -2; EBNA-1 inh: 18

What do the screens show for `CCOC(=O)c1ccc(NC(=O)c2nc[nH]c2C(=O)N[C@H](C)c2ccccc2)cc1`?
MCL1 BIM primary: 6; GLD-1 RNA inh: 2; Bcl-xL primary: 3; CR mimetic SO: 102; MEX-5 binding: 1.8; Efflux pump mplx: 0.0; ZTA counter: -12; Fam108B inh: -29; EBNA-1 inh: 0

Results for COc1cc(C(=O)Nc2ccc(C(=O)O)cc2)ccc1OC(C)=O ?
MCL1 BIM primary: 4; GLD-1 RNA inh: -1; Bcl-xL primary: 4; CR mimetic SO: 97; MEX-5 binding: -1.8; Efflux pump mplx: -0.4; ZTA counter: -7; Fam108B inh: -2; EBNA-1 inh: -3

Results for CCC(C)NC(=O)c1ccccc1SC (stereo not drawn) ?
MCL1 BIM primary: 4; GLD-1 RNA inh: 3; Bcl-xL primary: 7; CR mimetic SO: 102; MEX-5 binding: 2.8; Efflux pump mplx: -0.1; ZTA counter: -9; Fam108B inh: -3; EBNA-1 inh: 6

How did Cc1ccccc1-n1c(SCC(=O)Nc2cccc3ccccc23)nc(O)cc1=O do in these assays?
MCL1 BIM primary: -4; GLD-1 RNA inh: -8; Bcl-xL primary: 0; CR mimetic SO: 86; MEX-5 binding: -1.8; Efflux pump mplx: 0.1; ZTA counter: 12; Fam108B inh: -1; EBNA-1 inh: -9

Results for CC(=O)NC(NC(C)=O)c1ccc(Br)cc1 ?
MCL1 BIM primary: 7; GLD-1 RNA inh: 10; Bcl-xL primary: 3; CR mimetic SO: 88; MEX-5 binding: 1.2; Efflux pump mplx: -0.1; ZTA counter: -7; Fam108B inh: 0; EBNA-1 inh: 4

Results for CC1=CC(C2CC(=O)N(c3ccc(C)cc3)C2=O)CC2C(=O)N(c3ccc(C)cc3)C(=O)C12 (stereo not drawn) ?
MCL1 BIM primary: -2; GLD-1 RNA inh: 5; Bcl-xL primary: 2; CR mimetic SO: 96; MEX-5 binding: -0.9; Efflux pump mplx: -0.1; ZTA counter: 7; Fam108B inh: -3; EBNA-1 inh: 8

How did CCn1c(SCC(=O)Nc2cccc(OC)c2)nnc1-c1ccc(Cl)cc1 do in these assays?
MCL1 BIM primary: -7; GLD-1 RNA inh: -5; Bcl-xL primary: -10; CR mimetic SO: 98; MEX-5 binding: -1.7; Efflux pump mplx: 0.0; ZTA counter: 9; Fam108B inh: 3; EBNA-1 inh: 1

How did Cc1ccc(NC(=O)CN(C)C(=O)CCC(=O)c2cccs2)cc1 do in these assays?
MCL1 BIM primary: 6; GLD-1 RNA inh: -2; Bcl-xL primary: 4; CR mimetic SO: 93; MEX-5 binding: -2.9; Efflux pump mplx: 0.7; ZTA counter: -6; Fam108B inh: 0; EBNA-1 inh: -2

How did O=[N+]([O-])c1cc(S(=O)(=O)C(F)(F)F)ccc1Sc1nc2ccccc2[nH]1 do in these assays?
MCL1 BIM primary: -5; GLD-1 RNA inh: 2; Bcl-xL primary: -1; CR mimetic SO: 120; MEX-5 binding: 0.5; Efflux pump mplx: -0.2; ZTA counter: -16; Fam108B inh: 6; EBNA-1 inh: -3

What do the screens show for `CC(C)Cc1ccc(C(C)NC(=O)Cc2ccc(S(=O)(=O)N3CCOCC3)s2)cc1` (stereo not drawn)?
MCL1 BIM primary: 0; GLD-1 RNA inh: 6; Bcl-xL primary: 2; CR mimetic SO: 93; MEX-5 binding: 2.4; Efflux pump mplx: 0.3; ZTA counter: 15; Fam108B inh: -2; EBNA-1 inh: 2

Molecules listed so far containing an NH in an aromatic ring:
What do the screens show for `CCOC(=O)c1ccc(NC(=O)c2nc[nH]c2C(=O)N[C@H](C)c2ccccc2)cc1`?
MCL1 BIM primary: 6; GLD-1 RNA inh: 2; Bcl-xL primary: 3; CR mimetic SO: 102; MEX-5 binding: 1.8; Efflux pump mplx: 0.0; ZTA counter: -12; Fam108B inh: -29; EBNA-1 inh: 0

How did O=[N+]([O-])c1cc(S(=O)(=O)C(F)(F)F)ccc1Sc1nc2ccccc2[nH]1 do in these assays?
MCL1 BIM primary: -5; GLD-1 RNA inh: 2; Bcl-xL primary: -1; CR mimetic SO: 120; MEX-5 binding: 0.5; Efflux pump mplx: -0.2; ZTA counter: -16; Fam108B inh: 6; EBNA-1 inh: -3

(listing goes on)
Results for Cc1ccc(NC(=O)COc2cccc(-n3cnnn3)c2)cc1[N+](=O)[O-] ?
MCL1 BIM primary: 2; GLD-1 RNA inh: 6; Bcl-xL primary: 3; CR mimetic SO: 111; MEX-5 binding: 1.2; Efflux pump mplx: 0.1; ZTA counter: -14; Fam108B inh: -4; EBNA-1 inh: -20

Results for COc1ccc(CN2C(=O)Cc3c2nc(N)c2c(N)nc(N4CCOCC4)c(C#N)c32)cc1 ?
MCL1 BIM primary: 47*; GLD-1 RNA inh: 12; Bcl-xL primary: 38*; CR mimetic SO: 112; MEX-5 binding: -8.7; Efflux pump mplx: -0.1; ZTA counter: 5; Fam108B inh: 4; EBNA-1 inh: -7

How did Cc1ccc(C)c(S(=O)(=O)N2CCCCC2CCNC(=O)C(=O)NCc2ccccn2)c1 (stereo not drawn) do in these assays?
MCL1 BIM primary: 2; GLD-1 RNA inh: -5; Bcl-xL primary: 4; CR mimetic SO: 107; MEX-5 binding: -1.9; Efflux pump mplx: -0.1; ZTA counter: -6; Fam108B inh: 1; EBNA-1 inh: 5

What do the screens show for `COc1ccc(C(=O)Nc2ccc(N3CCN(C(=O)c4cccs4)CC3)cc2)cc1Br`?
MCL1 BIM primary: -4; GLD-1 RNA inh: -5; Bcl-xL primary: 5; CR mimetic SO: 95; MEX-5 binding: 1.5; Efflux pump mplx: 0.4; ZTA counter: -8; Fam108B inh: 1; EBNA-1 inh: -14

How did Cc1ccccc1N1CC(C(=O)Nc2nnc(SCc3cccnc3)s2)CC1=O (stereo not drawn) do in these assays?
MCL1 BIM primary: 10; GLD-1 RNA inh: -4; Bcl-xL primary: 6; CR mimetic SO: 103; MEX-5 binding: -2.7; Efflux pump mplx: 0.2; ZTA counter: 23; Fam108B inh: -1; EBNA-1 inh: 15

How did CNC(=O)COC(=O)c1ccc(NS(=O)(=O)c2ccc3c(c2)OCCO3)cc1 do in these assays?
MCL1 BIM primary: 5; GLD-1 RNA inh: 1; Bcl-xL primary: 4; CR mimetic SO: 96; MEX-5 binding: -0.1; Efflux pump mplx: -0.3; ZTA counter: 13; Fam108B inh: 2; EBNA-1 inh: 12

How did N#Cc1ccc(N2C(=O)[C@@H]3C(C(=O)C(c4ccccc4)c4ccccc4)=NN[C@@H]3C2=O)cc1 do in these assays?
MCL1 BIM primary: 1; GLD-1 RNA inh: -1; Bcl-xL primary: -1; CR mimetic SO: 101; MEX-5 binding: -0.9; Efflux pump mplx: -0.1; ZTA counter: 6; Fam108B inh: 3; EBNA-1 inh: 2

Results for CSc1ccccc1-n1nnnc1SCC(=O)Nc1cc(C)ccc1C ?
MCL1 BIM primary: -5; GLD-1 RNA inh: 0; Bcl-xL primary: -5; CR mimetic SO: 104; MEX-5 binding: 0.8; Efflux pump mplx: 0.1; ZTA counter: 0; Fam108B inh: 0; EBNA-1 inh: -6

How did Cc1cc(C(=O)NCc2cccnc2)n(-c2ccccc2)n1 do in these assays?
MCL1 BIM primary: 4; GLD-1 RNA inh: -4; Bcl-xL primary: 9; CR mimetic SO: 109; MEX-5 binding: 0.9; Efflux pump mplx: 0.1; ZTA counter: -2; Fam108B inh: 3; EBNA-1 inh: 1

What do the screens show for `COc1ccccc1OC(=O)C1CC(=O)N(c2ccc(Cl)cc2)C1` (stereo not drawn)?
MCL1 BIM primary: 6; GLD-1 RNA inh: 1; Bcl-xL primary: -1; CR mimetic SO: 95; MEX-5 binding: -0.9; Efflux pump mplx: 0.7; ZTA counter: 0; Fam108B inh: 2; EBNA-1 inh: -18

What do the screens show for `CC(=O)Nc1ccc(NC(=O)COC(=O)c2ccc(C)s2)cc1`?
MCL1 BIM primary: -8; GLD-1 RNA inh: 6; Bcl-xL primary: 1; CR mimetic SO: 103; MEX-5 binding: 3.1; Efflux pump mplx: 0.0; ZTA counter: 0; Fam108B inh: -1; EBNA-1 inh: 1

What do the screens show for `Cc1nn(Cc2ccc(Cl)cc2)c(C)c1NC(=O)c1noc2c1CCCCC2`?
MCL1 BIM primary: 2; GLD-1 RNA inh: 2; Bcl-xL primary: 1; CR mimetic SO: 95; MEX-5 binding: -0.8; Efflux pump mplx: -0.1; ZTA counter: -2; Fam108B inh: -3; EBNA-1 inh: -6
